# Compound activity (PubChem)
# EBNA-1 inhibitor: blocks EBNA-1 binding to DNA; inhibition, % at 14.8 µM; 300,000 tested, 0.34% active; EBNA-1 DNA binding, fluorescence polarization; AID 1950; in the data active = inhibition above about 28%
# MEP2 TOR yeast: alters MEP2-GFP fluorescence in TOR pathway yeast screen. S. cerevisiae MEP2-GFP strain, flow cytometry GFP, 3 h; 100% = DMSO control level. GFP response vs DMSO, % at 10 µM. AID 2016. 330,000 tested, 0.51% active;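 active = GFP response versus DMSO above a set limit, roughly screen mean plus 3 SD, cut at about 180% in these data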;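 also: median GFP fluorescence of the barcode-gated MEP2-GFP cells per well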
# RPL19A TOR yeast: modulators of TOR pathway RPL19A-GFP in S. cerevisiae. S. cerevisiae RPL19A-GFP strain, flow cytometry, 3 h; active compounds read low. AID 2025. percent response vs DMSO, % at 10 µM. 330,000 tested, 0.3% active;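 active = percent response vs DMSO below 50%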;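 also: median channel GFP fluorescence of the barcoded RPL19A-GFP strain; ratio of sample median GFP to plate DMSO average so 100% = DMSO; lower means less RPL19A-GFP as with rapamycin TOR inhibition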
# LAP4 TOR yeast: alters LAP4-GFP fluorescence in TOR pathway yeast screen | S. cerevisiae LAP4-GFP multiplex, flow cytometry GFP, 3 h; median GFP as percent of DMSO wells | GFP response vs DMSO, % at 10 µM | 320,000 tested, 0.34% active | AID 2023;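 active = GFP response vs DMSO above a set limit, about the screen mean plus 3 SD, cut at about 150% in these data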
# procasp3 activ: activators of human procaspase-3 | P42574 | recombinant procaspase-3 D3A, Ac-DEVD-pNA absorbance 405 nm | activation, % at 8.5 µM | 330,000 tested, 0.11% active;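 active = activation above the mean of all tested compounds plus 3 SD, cut at about 21% in these data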;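 also: 0% = DMSO alone and 100% = DMSO wells spiked with extra 5 µM PC-3 D3A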
#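 System: Procaspase-3 D3A mutant. Medium: Zinc-free 300 mM NaCl, 50 mM HEPES, 0.01% Triton X-100. Schedule: 1 h preincubation plus 2 h reaction at 25 °C. Measured by: 405 nm absorbance of p-nitroaniline, reads at 0 and 120 min. Read-out: percent activation relative to control range.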
# AHR act: activators of human aryl hydrocarbon receptor | AHR-responsive luciferase reporter cells, luminescence | 320,000 tested, 2.5% active | AID 2796 | P35869 | activation, % at 5 µM; in the data active = activation above about 47%;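 also: 0% = vehicle wells and 100% = reference agonist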
# procasp7 counter: activates human procaspase-7, counter-screen for procaspase-3 activators | P55210 | 330,000 tested, 0.093% active | activation, % at 8.5 µM | recombinant procaspase-7, Ac-DEVD-pNA absorbance 405 nm; D23A/D198A/D206A triple mutant, cannot self-cleave; scale: DMSO 0, 5 µM enzyme 100;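 active = percent activation above the screen-wide mean plus 3 SD, cut at about 25% in these data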
#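 signal = Epi-absorbance of released pNA at 405 nm, two timepoints | assay system = Uncleavable procaspase-7 mutant enzyme | reagent = Ac-DEVD-pNA substrate, 400 µM as added | times = 1 h enzyme–compound preincubation and 2 h substrate reaction, both 25 °C | benchmarks = low DMSO alone, high DMSO plus 5 µM PC-7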
# ZTA counter: ZTA (EBV) inhibition in EBNA-1 counter-screen; P03206; ZTA-DNA binding, fluorescence polarization; inhibition, % at 11 µM; 320,000 tested, 0.15% active; in the data active = inhibition above about 33%
# Active calls of the source: *; nt = not tested or not shown.
SMILES,EBNA-1 inhibitor,MEP2 TOR yeast,RPL19A TOR yeast,LAP4 TOR yeast,procasp3 activ,AHR act,procasp7 counter,ZTA counter
COc1ccc(C(C(=O)NC(C)(C)C)N(Cc2ccco2)C(=O)CCC(=O)Nc2ccccn2)cc1 (stereo not given),-9,102,98,102,1,-2,6,0
O=C(NCc1cccc(Cl)c1)c1ccc2nc[nH]c2c1,1,106,102,93,-7,-2,-2,11
CCCn1c(Nc2ccc(Cl)cc2)nc2ccccc21,5,99,96,101,5,12,-5,-1
CCN(CC)C(=S)SCC(=O)c1ccc(Br)cc1,1,92,94,118,9,3,-7,-17
O=S(=O)(Nc1ccc(Cl)cc1)c1ccc(N2CCOCC2)c(NC(=S)NC2CC2)c1,-2,63,96,98,-16,1,-21,-4
Cn1c(SCC(=O)O)nc2ccccc2c1=O,-5,104,102,97,-7,3,7,-15
O=C(C1=C[C@@H](c2csc3ccccc23)C[C@@H](OCc2ccc(CO)cc2)O1)N1CCN(Cc2ccccc2)CC1,6,88,89,101,3,-1,4,1
OC(COc1ccc(Cl)cc1Cl)CN1CCc2ccccc2C1 (stereo not given),-17,99,100,97,-4,0,10,3
Cc1ccc(C2(C)NC(=O)N(CC(=O)Nc3ccc(Cl)c(S(=O)(=O)N4CCCCC4)c3)C2=O)cc1 (stereo not given),-12,105,98,110,8,18,5,12
CCCCNC(=O)CSc1nnc(-c2cccc(S(=O)(=O)N3CCOCC3)c2)o1,nt,98,97,100,1,-2,2,0
C=CCC1(O)CC(c2ccco2)NC(c2ccco2)C1CCC (stereo not given),4,108,100,108,9,0,-7,-15
C=CCN(C(=O)c1csnn1)C(C(=O)NCc1ccccc1)c1cccs1 (stereo not given),0,105,101,99,8,0,-8,0
C/C=C(\C)c1nnc(NC(=O)C(C)C)s1,-2,106,102,106,8,35,-2,-25
Nc1nnc(SCC(=O)NNC(=O)c2ccc(Cl)cc2)s1,nt,95,96,94,0,1,2,-5
CC1(C)C=Cc2c(c3ccccc3[nH]c2=O)O1,4,100,97,93,3,8,4,15
O=C(Nn1cnnc1)c1ccccc1CCc1ccccc1,4,103,103,94,-4,2,8,-22
COc1ccc(CCNC(=O)c2ccc3nc(N4CCCCC4)sc3c2)cc1OC,-1,97,98,103,5,9,4,5
CC(c1ccccc1C(O)(c1ccccc1)c1ccccc1)N(C)C (stereo not given),9,102,103,87,4,2,9,-10
COc1cccc(CN2CCC(Oc3ccc(C(=O)N4CCCCC4)cc3)CC2)c1,-2,100,101,99,3,9,21,8
COc1ccc(C(CCNC(C)c2ccccc2)c2ccc(F)cc2)cc1 (stereo not given),6,107,102,90,5,6,2,0
C=CCc1c(C)[nH]c(=O)[nH]c1=O,6,106,105,106,2,1,3,-5
O=C1CCC/C(=N\NC(=O)COc2ccc(Cl)cc2)C1,0,97,97,98,-1,2,0,0
COc1ccc(CCCc2nnc(SCC(=O)Nc3ccc(OC)cc3)o2)cc1,5,96,96,99,0,0,-1,18
COc1cc(/C=N/NC(N)=S)cc(Br)c1OCc1ccccc1F,2,111,99,129,3,54*,-1,-5
O=C(C1CCN(c2nnc(-n3cccc3)s2)CC1)N1CCCCC1,-22,99,98,105,-7,0,5,-9
O=S(=O)(c1ccc(NC(=S)Nc2ccc3c(c2)OCO3)cc1)N1CCOCC1,8,101,97,91,-23,74*,-41,-8
COc1cc(C(=O)NCCSc2ccc(F)cc2)cc(OC)c1OC,-10,135,112,112,0,4,7,12
CCOC(=O)CN1C(=O)NC2(CCCc3ccccc32)C1=O (stereo not given),4,101,105,85,5,0,-1,7
COc1ccc(N2C(=O)CC(N3CCN(c4ccc(C(=O)c5cccnc5)cc4)CC3)C2=O)cc1 (stereo not given),1,105,100,105,-12,5,-15,10
O=C(NCC(=O)N1CCN(C(=O)c2ccco2)CC1)c1ccc(Cl)cc1,3,105,100,105,-11,0,4,-6
CN(C)C1=NC[C@H](Cc2ccccc2)N1CC1CCC(C(C)(C)C)CC1 (stereo not given in full),7,92,92,105,0,-2,-5,11
CC(C)(C)c1cc(C(=O)NCc2ccccc2)ccn1,-16,97,99,101,7,0,13,-5
C=CCNC(=O)/C(C#N)=C\c1cc(Cl)c(O)c(OCC)c1,17,93,96,86,-3,1,7,0
COc1ccccc1NC(=S)N(Cc1cccnc1)Cc1ccco1,9,96,97,90,1,5,0,10
Cc1ccc(NS(=O)(=O)c2ccc(C)c(NC(=O)COc3ccc4ccccc4c3)c2)c(C)c1,-6,105,104,95,-4,16,6,-3
COC(=O)c1ccc(COc2cc(C)ccc2C)o1,0,111,100,103,1,0,-4,-4
N#CCCN(Cc1cccs1)C(=O)c1ccc(Cl)cc1,-10,100,98,101,2,-2,4,-7
O=C1OCCN1c1c(-c2ccccc2)c(N2CCOCC2)nc2ccccc12,2,91,98,111,-1,0,-4,-18
COc1ccc(S(=O)(=O)N(CC(=O)NCc2ccncc2)c2ccc(C)cc2)cc1Br,-9,102,98,103,-2,7,9,-10
CCN1C(=O)[C@H]2[C@@H](c3ccc(-c4ccccc4)c(OC)c3)N[C@@](CC(C)C)(C(=O)OC)[C@H]2C1=O,nt,102,107,107,1,0,2,nt
CCc1cc(=O)n2[nH]c(C)c(-c3ccccc3OC)c2n1,-4,102,92,107,-1,-2,-1,0
CCCn1c(N)c(Br)c(=O)[nH]c1=O,-5,109,110,98,-15,0,-8,0
COCCCN1C(=O)C(=O)/C(=C(/O)c2ccc(OC)cc2)C12C(=O)N(C)c1ccccc12 (stereo not given),-12,106,95,97,-1,-1,1,-6
CCN(CC)S(=O)(=O)c1cc(NS(=O)(=O)c2ccccc2)ccc1C,-9,78,101,98,7,2,-10,-2
CC(=O)c1cc(C)ccc1OC(=O)c1cccnc1,2,96,100,97,-2,7,0,-3
CCOC(=O)C1CCCN(Cc2cccc(Cl)c2)C1 (stereo not given),-1,131,101,117,-5,-4,-5,-8
CC(C)OCCCNC(=O)C(=O)N/N=C/c1ccc(OCc2ccccc2)cc1,-6,105,105,108,-12,-3,-2,-5
COc1cccc(OCC(O)CN(CCO)Cc2ccccc2)c1 (stereo not given),2,112,105,118,-3,7,-2,9

# Profiles, quoted from the list. Values in the order: EBNA-1 inhibitor	MEP2 TOR yeast	RPL19A TOR yeast	LAP4 TOR yeast	procasp3 activ	AHR act	procasp7 counter	ZTA counter
# Record of O=C1OCCN1c1c(-c2ccccc2)c(N2CCOCC2)nc2ccccc12 = 2	91	98	111	-1	0	-4	-18
# Record of COc1ccc(S(=O)(=O)N(CC(=O)NCc2ccncc2)c2ccc(C)cc2)cc1Br = -9	102	98	103	-2	7	9	-10

# The main list resumes, starting seven compounds before the break.
SMILES,EBNA-1 inhibitor,MEP2 TOR yeast,RPL19A TOR yeast,LAP4 TOR yeast,procasp3 activ,AHR act,procasp7 counter,ZTA counter
CCCn1c(N)c(Br)c(=O)[nH]c1=O,-5,109,110,98,-15,0,-8,0
COCCCN1C(=O)C(=O)/C(=C(/O)c2ccc(OC)cc2)C12C(=O)N(C)c1ccccc12 (stereo not given),-12,106,95,97,-1,-1,1,-6
CCN(CC)S(=O)(=O)c1cc(NS(=O)(=O)c2ccccc2)ccc1C,-9,78,101,98,7,2,-10,-2
CC(=O)c1cc(C)ccc1OC(=O)c1cccnc1,2,96,100,97,-2,7,0,-3
CCOC(=O)C1CCCN(Cc2cccc(Cl)c2)C1 (stereo not given),-1,131,101,117,-5,-4,-5,-8
CC(C)OCCCNC(=O)C(=O)N/N=C/c1ccc(OCc2ccccc2)cc1,-6,105,105,108,-12,-3,-2,-5
COc1cccc(OCC(O)CN(CCO)Cc2ccccc2)c1 (stereo not given),2,112,105,118,-3,7,-2,9
CC(=O)Nc1ccc(C(=O)N(C)C(C(=O)Nc2ccc(C)cc2)c2ccccn2)cc1 (stereo not given),-9,100,103,102,5,9,-5,-3
CC1(C)C2CCC1(CS(=O)(=O)N1CCN(c3ccc(F)cc3)CC1)C(=O)C2 (stereo not given),-1,105,98,96,-7,5,4,10
Cc1c(C(=O)NCCCN2CCCCC2)oc2ccc3c(c12)C(O)CC1(CCCCC1)O3 (stereo not given),-2,103,102,104,5,1,-5,5
CCN(CC)c1ccc(S(=O)(=O)N2CCOCC2)cc1NC(=O)CSc1nncs1,8,94,97,114,1,2,6,6
CCOC(=O)c1cc(CC)sc1NC(=O)CN1CCN(C(=O)c2ccco2)CC1,-1,85,97,87,10,1,7,3
CN1C(=O)CC(c2ccccc2)C1=O (stereo not given),2,98,99,131,9,-1,-3,7
CCCCC(NC(=O)c1ccc(Cl)cc1)C(=O)O (stereo not given),5,99,102,103,7,1,0,7
CC(C)CN1C(=O)c2ccc(C(=O)Nc3ccccc3C(=O)O)cc2C1=O,-7,108,102,104,-3,12,-5,-1
COc1ccc(CCNC(=O)c2cc(S(=O)(=O)N3CCCCC3)c[nH]2)cc1OC,3,99,99,94,-1,3,-1,3
COC1CCCN(C(=O)c2ccc(OC3CCN(CCc4ccccc4)CC3)cc2)C1 (stereo not given),-7,102,100,104,3,2,-1,-7
CCN(c1ccccc1)S(=O)(=O)c1ccc(OCc2c(C)noc2C)cc1,-1,103,100,100,4,7,1,2
CC1(C)CC(=O)c2cc(C(=O)N3CCCC(C)(C)C3)c(=O)n(-c3ccccc3)c2C1,1,94,93,95,4,-2,4,1
COC(=O)Cn1c(CN2CCN(c3ccc(F)cc3)CC2)nc2c1c(=O)n(C)c(=O)n2C,-2,100,111,102,3,-4,-1,28
COc1ccc(Cc2nnc(NC(=O)c3ccco3)s2)cc1OC,2,104,102,101,13,2,9,-4
COc1ccc(-c2noc(CN3CCOCC3)n2)cc1OC,-2,102,94,93,-7,12,-2,-1
O=C(c1ccc(-c2cc(Cl)ccc2Cl)o1)N1CCOCC1,1,104,100,96,5,2,7,13
Cc1ccc(NC(=O)C(C)N2C(=O)c3ccccc3C2=O)cc1C (stereo not given),5,100,101,92,2,0,12,-1
N#CCCN1CCN(S(=O)(=O)c2ccc(S(=O)(=O)N3CCCCCC3)cc2)CC1,-10,94,97,99,-11,-1,6,-34
O=C(NCCN1CCOCC1)c1ccc(F)cc1,0,101,99,104,12,-7,0,4
CC(C)(C)C(=O)Nc1cc(S(=O)(=O)N2CCCCC2)ccc1N1CCCCC1,6,93,86,87,-5,0,10,-1
Cn1c(=O)c2c(nc(NCc3ccc4c(c3)OCO4)n2Cc2ccccc2F)n(C)c1=O,1,108,nt,90,-1,6,6,27
CCc1nc(OCCN(CC)CC)c2oc3ccccc3c2n1,-8,104,96,100,2,5,2,6
O=C(CCCSc1ccccc1)Nc1cccc(CO)c1,2,105,100,103,4,8,-6,19
CC(=O)Nc1ccc2nc(NC(=O)CN3CCOCC3)sc2c1,-13,100,102,99,-4,13,4,6
CC(NC(=O)c1cc(S(=O)(=O)N(C)C)ccc1Cl)c1ccc(-n2ccnc2)cc1 (stereo not given),-4,101,101,95,7,19,1,9
COc1cccc(-c2nc(OC(C)C)c3ccccc3n2)c1,5,103,96,98,-1,19,0,10
CCOC(=O)Cc1csc(NC(=O)CSc2nc3cccnc3n2CC)n1,-13,92,93,89,0,6,3,-9
CCOCCCNCc1cccc(OC)c1,-4,110,103,97,7,-1,-2,-5
CC(Oc1ccccc1)C(=O)Nc1cccc([N+](=O)[O-])c1 (stereo not given),-4,96,95,90,3,8,8,5
